USP2a inh = inhibitors of human ubiquitin-specific protease USP2a. O75604. USP2 core, Ub-CHOP2 coupled fluorogenic reporter, 485/531. Potency, µM (doses to about 38.3 µM), inactives show top-dose activity change, negative = inhibition, actives largely listed as inhibitors. 0.01% of 330,000 active;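 further: potency means the concentration at half of the fitted maximal effect; plate controls were DMSO wells for no effect and full inhibition by NEM control for full effect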
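USP2 core (10nM final) preincubated 30min RT with compound in 20mM Tris-HCl pH 8.0, 2mM CaCl2, 2mM beta-mercaptoethanol, 0.05% CHAPS; 25nM Ub-CHOP2 plus 25nM reporter substrate added, fluorescence (Ex485/Em531) read after 60min.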
Eya2 phos inh = blocks the phosphatase activity of human Eya2; O00167; recombinant Eya2, OMFP fluorescence dephosphorylation (OMFP is methylfluorescein phosphate); Potency, µM (titrated, usually from 76.9 µM), for inactives: top-dose activity, negative = inhibition, hits mostly inhibitors; 0.006% of 330,000 active; AID 488837; further: potency means the concentration at half of the fitted maximal effect; on the % scale 0 is the no-effect control and ±100 the full control effect
Target sequence (O00167 whole entry, looked up): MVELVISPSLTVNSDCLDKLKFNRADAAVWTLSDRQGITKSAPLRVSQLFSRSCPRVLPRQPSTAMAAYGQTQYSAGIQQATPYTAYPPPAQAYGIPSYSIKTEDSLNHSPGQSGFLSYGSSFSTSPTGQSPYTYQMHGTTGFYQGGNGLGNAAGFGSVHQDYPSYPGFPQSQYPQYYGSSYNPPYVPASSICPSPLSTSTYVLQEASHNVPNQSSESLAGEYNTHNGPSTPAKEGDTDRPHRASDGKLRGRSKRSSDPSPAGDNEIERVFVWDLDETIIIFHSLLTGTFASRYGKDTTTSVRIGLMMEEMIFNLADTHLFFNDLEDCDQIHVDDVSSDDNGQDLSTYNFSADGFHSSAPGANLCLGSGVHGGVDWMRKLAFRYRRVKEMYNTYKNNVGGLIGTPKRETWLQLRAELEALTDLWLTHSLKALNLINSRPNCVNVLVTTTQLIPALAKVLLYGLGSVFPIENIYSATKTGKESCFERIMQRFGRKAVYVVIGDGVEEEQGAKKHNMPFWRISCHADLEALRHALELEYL
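Eya2 protein (added as 0.2 uM solution) was preincubated with compound for 10 min at ambient temperature in 50 mM HEPES pH 7.5, 50 mM NaCl, 5 uM MgCl2, 0.05% BSA, 1 mM DTT. OMFP (added at 50 uM) then reacted 10 min; fluorescence read at 485/525 nm.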
uPA generation = blocks generation of uPA at the cell surface; cell surface uPA generation assay, qHTS; Potency, µM (series often up to 38.3 µM), without a hit: at the top dose activity change, negative = inhibition, hits mostly inhibitors; 0.31% of 330,000 active; active means well fitted inhibition curve with a large enough effect; inconclusive means small, poorly fitted or top-dose-only effect; inactive means no such curve, though single readings can be large or run the other way; tested in mouse RAW 264.7 cells; further: potency means the concentration at half of the fitted maximal effect; on the % scale 0 is the no-effect control and ±100 the full control effect; nearly all actives have a fitted effect of over 55% in size
TRPV1 agonist = human TRPV1 agonism | activation, % at 8.33 µM | 0.19% of 320,000 active | TRPV1-expressing cells, Fluo-8 calcium influx, agonist mode; in the data active means activation above about 80%; inconclusive means between about 30% and that limit; further: 0% is about no effect
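Cells expressing TRPV1 were dye-loaded with Fluo-8 and read kinetically: 10 s baseline, 3 min after compound (agonist portion), then 2 min after EC20 capsaicin (allosteric enhancer portion). Calcium-bound dye fluorescence at 480/520 nm.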
PTAP TSG101 blk = blocks PTAP/TSG101 interaction to inhibit HIV-1 budding | Potency, µM (highest dose often 115 µM), for inactives: at the highest dose activity change, negative = inhibition, hits mostly inhibitors | Fluorescence polarization, FITC-PTAP peptide / Tsg101 binding | Q99816 | 340,000 tested, under 10 active | AID 493005; active means well fitted inhibition curve with a large enough effect in the main read-out, with a control signal flat, not every such curve was filed as active; inconclusive means small, poorly fitted or top-dose-only effect, or effect the other way, or a change in a side signal; inactive means no such curve, though single readings can be large or run the other way; further: potency means the concentration at half of the fitted maximal effect; % of control where 0% means no effect
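Steps: Tsg101 binding domain dispensed (10 uM final), compounds pinned in DMSO, FITC-labeled PTAP-motif peptide added (50 nM final); after 20 min binding at room temperature, polarization measured.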
S-ASM inh = human S-ASM enzyme inhibition. placental ASM, HMU-PC fluorogenic substrate, 60 min. Potency, µM (highest dose often 57.5 µM), inactives show at the highest dose activity change, negative = inhibition, usual class: inhibitors. 0.006% of 340,000 active. AID 504937; further: potency means the concentration at half of the fitted maximal effect
Target sequence (P17405 47-631 limits assumed): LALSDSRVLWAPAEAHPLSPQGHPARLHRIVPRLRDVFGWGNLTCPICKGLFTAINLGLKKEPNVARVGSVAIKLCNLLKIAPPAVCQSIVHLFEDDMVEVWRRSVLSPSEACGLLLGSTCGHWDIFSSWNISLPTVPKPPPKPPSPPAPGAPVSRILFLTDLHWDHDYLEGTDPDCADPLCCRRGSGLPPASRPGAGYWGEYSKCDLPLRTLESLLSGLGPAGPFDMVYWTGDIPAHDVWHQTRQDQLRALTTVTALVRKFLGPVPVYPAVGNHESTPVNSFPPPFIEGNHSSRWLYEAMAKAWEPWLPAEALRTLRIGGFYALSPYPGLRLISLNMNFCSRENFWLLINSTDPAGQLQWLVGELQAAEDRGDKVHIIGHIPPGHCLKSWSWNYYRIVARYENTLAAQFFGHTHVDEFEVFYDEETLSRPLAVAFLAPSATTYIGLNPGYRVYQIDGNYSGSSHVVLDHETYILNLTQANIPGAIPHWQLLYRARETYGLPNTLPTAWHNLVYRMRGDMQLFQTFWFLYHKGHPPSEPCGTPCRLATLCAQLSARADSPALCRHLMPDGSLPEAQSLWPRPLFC
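HMU-PC0 cleavage (9 uM final) by human placental ASM, 60 min at 37 °C following 10 min compound exposure at RT; stopped at pH 10, fluorescence Ex 386/Em 447 nm.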
BRCA1 expr up = activators of BRCA1 expression. MCF7-BRCA1-FFLuc reporter, luminescence, 48 h; response scale: scaled: vehicle 0%, 10 µM genistein 100%. Potency, µM (doses to about 46.1 µM), without a hit: top-dose activation, hits mostly activators. 1.1% of 380,000 active. AID 624202; further: potency means the concentration at half of the fitted maximal effect; nearly all actives have a fitted effect of over 80% in size; some results filed as inactive show a strong effect at the top dose
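MCF7-BRCA1-FFLuc cells, 2000/well in phenol-red-free MEM, attached 2 h then treated 48 h at 37 C. Luciferase luminescence read 15 min after reagent; normalized to genistein maximum activation (10microM) and DMSO, concentration-response fitted.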
a7 integrin act = activates integrin-mediated alleviation for muscular dystrophy. alpha7betagal myoblasts, beta-gal FDG fluorescence, 48 h. Potency, µM (series often up to 38.3 µM), for the others: at the top dose activation, actives largely listed as activators. 0.064% of 350,000 active;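 further: potency means the concentration at half of the fitted maximal effect; 100% = response of the positive control SU9516; nearly all actives have a fitted effect of over 60% in size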
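Alpha7betagal+/- myoblasts (passage 13) were plated 16-24 hr, then exposed to compounds (1:260 dilution of DMSO stock) for 48 hours at 37C. After MPER lysis, β-galactosidase reporter activity was read as FDG fluorescence (ex 480/em 540) after 30 minutes.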
ELG1 genotoxic = genotoxicity induction in ELG1-luciferase HEK293T cells | HEK293T ELG1-luciferase reporter, luminescence, 16 h | Potency, µM (doses to about 46 µM), for the others: at the highest dose activity change, positive = activation, actives largely listed as activators | 1.3% of 330,000 active; further: potency means the concentration at half of the fitted maximal effect; % of control where 0% means no effect; nearly all actives have a fitted effect of over 60% in size
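Quantitative HTS format in 1536-well plates. HEK293T ELG1-luciferase reporter cells receive test compound and are incubated 16 hr at 37 °C, 5% CO2; ONE-Glo added, 30 min room temperature, then luminescence read.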
B2AR arrestin = agonists driving beta-arrestin recruitment to human beta2-adrenergic receptor. P07550. beta-arrestin recruitment to beta2AR, cell-based reporter. Potency, µM (series often up to 46.1 µM), without a hit: at the top dose activation, most hits filed as activators. 0.02% of 330,000 active. AID 492947;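 further: potency means the concentration at half of the fitted maximal effect; 0% = DMSO controls and full agonism = EC100 isoproterenol or metaproterenol; nearly all actives have a fitted effect of over 65% in size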
p53 reactivation = mutant p53 re-activation in reporter cells. H1299 p53-A138V BP100-luciferase reporter, luminescence, 24 h. Potency, µM (titrated, usually from 92.2 µM), without a hit: at the top dose activity change, positive = activation, most hits filed as activators. 0.063% of 320,000 active; further: potency means the concentration at half of the fitted maximal effect; % of control where 0% means no effect; nearly all actives have a fitted effect of over 45% in size
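p53-null H1299 cells stably carrying temperature-sensitive p53-A138V and a BP100-luciferase reporter were pinned with compounds (4-point, 1:5 series) and held 24 hrs at 37 deg C. Luminescence was read 10 min after detection reagent.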
Numbers without * were called inactive; ? = inconclusive; nt = no result given; [ ] = another dose, or the depositor's remark. Unless noted, the call rests on the fitted dose curve; in most records, active means well fitted curve in the direction sought with a large enough effect; inconclusive means small, poorly fitted or top-dose-only effect, or another doubt; inactive means no such curve, though single readings can be large; an effect the other way counts as inactive or inconclusive.

Molecule | S-ASM inh | ELG1 genotoxic | Eya2 phos inh | a7 integrin act | USP2a inh | uPA generation | B2AR arrestin | PTAP TSG101 blk | p53 reactivation | BRCA1 expr up | TRPV1 agonist
C[n+]1c(/C=C/c2ccc3c(c2)OCO3)ccc2ccccc21 | 1% | ? | 8% | 12% | 12% | 0% | -0.7% | 1% | ? | 50% | 3
CCCCCCSc1ccc([C@@H]2[C@H]3C(=O)N(CC)C(=O)[C@H]3[C@]3(C(=O)OC)CCCCN23)cc1 | -12% | 1% | 15% | 2% | 2% | 1% | -0.3% | 17% | 6% | -18% | nt
O=C(Nc1ccccc1)N1CCSc2ccccc21 | 0% | 0% | -4% | ? | 1% | 1% | -0.1% | -10% | -3% | 7% | ?
CCc1nc2cc(CC(=O)O)ccc2o1 | 1% | 0% | 12% | 15% | 2% | 3% | -0.3% | -2% | -6% | 0% | -1
Oc1ccc(/C=N/Nc2cc(N3CCOCC3)nc(N3CCOCC3)n2)cc1 | 16% | nt | nt | -29% | nt | 2% | nt | -6% | nt | -62% | nt
COc1ccccc1-c1coc2c(CN3CCC(C)CC3)c(O)ccc2c1=O | 175%[activator] | 0% | 10% | 17% | -3% | -1% | 8.1% | -4% | 11% | -15% | 0
Cc1c(Nc2nc3ccccc3nc2NS(=O)(=O)c2cccs2)c(=O)n(-c2ccccc2)n1C | -2% | 1% | 2% | 12% | -2% | nt | 0.1% | -6% | -3% | -20% | 1
Cc1cc(C)c(S(=O)(=O)NCC(=O)NCc2ccccn2)c(C)c1 | -1% | -1% | -3% | 0% | 9% | nt | 0.2% | 0% | -2% | -33% | -2
Cc1cc[n+](CC(=O)c2cccs2)cc1 | 1% | 1% | -8% | 11% | 3% | 5% | 0.1% | -1% | -1% | 1% | 3
O=C(Cc1ccc(Cl)cc1)Nc1ccc(S(=O)(=O)Nc2ncccn2)cc1 | 5% | -6% | 12% | 4% | 4% | -8% | -0.5% | -4% | -12% | 3% | -4
CCN(CC(=O)Nc1ccc(N2CCOCC2)cc1)Cc1nc2ccccc2c(=O)[nH]1 | -2% | 4% | -12% | -14% | -1% | 1% | -0.9% | -4% | -5% | -36% | -1
Cc1csc(NC(=O)Cc2nn(C)c(=O)c3ccccc23)n1 | -7% | 1% | -13% | -2% | 3% | -8% | 0.0% | -1% | 2% | -20% | -1
COc1ccc(CCC(=O)Nc2ccc(-c3noc(-c4ccc(OC)c(OC)c4)n3)cc2)cc1 | -2% | ? | -16% | 8% | -1% | 0% | -0.4% | 1% | ? | 78% | -6
C=CCN(c1ccc(C(N)=O)cc1)S(C)(=O)=O | 1% | 0% | -10% | 8% | 2% | 1% | 0.2% | -2% | -3% | -5% | 2
O=C(C[C@@H]1C/C=C\C[C@@H](Cc2ccc(F)cc2)C(=O)OC[C@@H](Cc2ccccc2)NC1=O)N[C@H](CO)Cc1ccccc1 | 0% | 10% | 9% | 0% | 0% | 0% | -1.0% | nt | 0% | 4% | nt
S=C(NCc1ccco1)NCC(c1ccco1)N1CCCCC1 (stereo unspecified) | 7% | -8% | -7% | -1% | -4% | -6% | 4.1% | -2% | 7% | 0% | 8
O=C(CCN1C(=O)COc2ccccc21)N1CCN(c2ccccn2)CC1 | 3% | 3% | -6% | 19% | -2% | -1% | -0.6% | -3% | -23% | 5% | nt
CC(=O)c1c(C)nc(Nc2nc3ccccc3s2)nc1C | -2% | ? | -1% | -24% | -2% | -10% | -0.5% | -3% | 17% | 48% | -3
Cc1cc(=O)n2ncnc2n1COCCO | 1% | 0% | 19% | 9% | 3% | 1% | -0.3% | -5% | -5% | 9% | -4
Cc1cc(=O)[nH]c(NN=C2C3CC4CC(C3)CC2C4)n1 | 3% | -1% | 13% | 3% | -1% | 5% | -0.4% | -2% | 4% | -3% | 0
CCN(CC)S(=O)(=O)c1ccc(C(=O)OCCN2C(=O)CCC2=O)cc1 | 1% | 0% | 16% | 8% | -1% | 0% | 0.3% | -3% | 8% | 2% | nt
COc1cccc2c1c(NC(=O)Nc1ccc(F)cc1F)nn2C | 1% | 2% | 20% | 44% | 2% | -15% | -0.5% | -8% | 2% | -42% | 4
CC(C)(C)C(=O)c1sc(Nc2ccccc2)nc1N | -6% | 1.3µM* | -1% | 12% | -1% | -3% | 0.0% | -8% | ? | ? | 5
O=[N+]([O-])c1ccc(O)c(Nc2c([N+](=O)[O-])ccc3nonc23)c1 | -17% | -16% | -3% | -1% | -14% | 8% | 0.3% | -4% | 1% | -6% | -3
COc1ccc(Cl)c(NC(=O)Nc2c(C)n(-c3ccccc3)c(=O)n2C)c1 | 0% | -4% | 4% | -13% | 0% | 7% | -0.5% | 1% | -3% | -30% | 1
COc1cccc(C2/C(=C(\O)c3ccc4c(c3)OCCO4)C(=O)C(=O)N2CCCN2CCOCC2)c1OC (stereo unspecified) | 1% | 0% | 1% | -14% | 4% | -3% | -0.1% | -4% | 9% | -12% | 3
Cc1ccc2nc(NC3=NCN(C4CCCCC4)CN3)nc(C)c2c1 | nt | 2% | -6% | nt | 3% | nt | -0.1% | nt | 2% | nt | 0
Cc1ccnc(N2CCCC(C(=O)Nc3nnc(C)s3)C2)n1 (stereo unspecified) | 3% | 2% | 2% | -7% | 3% | nt | -0.4% | -6% | -2% | 0% | -4
CC(=O)Nc1ccc(-c2ccc3nnc(C)n3n2)cc1 | 2% | ? | -14% | 0% | 1% | -10% | 0.3% | -2% | 0% | -8% | 2
COc1ccc(Cc2nc3ccc(C(=O)N4CCCC4)cc3o2)cc1 | 0% | ? | 0% | 17% | -1% | 8% | 0.8% | -2% | ? | 6.3µM* | -1
C/C(=N\NC(=O)c1ccn(C)n1)c1cccc(NC(=O)c2ccncc2)c1 | 6% | -1% | 1% | 13% | 5% | -1% | -0.8% | 0% | -4% | 31% | -2
COc1cc2c(OC)cccc2cc1C(=O)O | 8% | -1% | -2% | 6% | 1% | -2% | -0.4% | -1% | 7% | 10% | -1
CCOc1ccc(N(CC(=O)N/N=C/c2ccc(OC(C)C)cc2)S(C)(=O)=O)cc1 | -3% | 1% | -4% | ? | 5% | 2% | -0.4% | -2% | -1% | -4% | 1
COc1ccc(CNS(=O)(=O)NCc2ccccc2F)cc1 | 13% | 2% | 3% | -42%[inhibitor] | 7% | 0% | 0.1% | -2% | 2% | -11% | 17
Cn1c(=O)n(C)c2cc(C(N)=O)ccc21 | 3% | 9% | 5% | 1% | 3% | 2% | -0.2% | -8% | 6% | -5% | 0
CCOC(=O)C1CCN(S(=O)(=O)CCNC(=O)c2ccc(F)cc2)CC1 | nt | 0% | 2% | 22% | -1% | 1% | 0.2% | -5% | 2% | 1% | 3
Cc1noc(C)c1S(=O)(=O)N1CCC(C(=O)c2ccccc2)CC1 | 2% | 0% | -8% | -16% | 4% | -1% | 0.3% | -1% | 0% | -3% | 10
CC1CCCN(C2(O)C(=O)Nc3ccc(Cl)cc32)C1 (stereo unspecified) | -3% | -3% | -1% | 2% | -3% | 8% | 0.1% | -3% | 1% | -27% | 0
Cc1ccc(-n2c3c(c(=O)[nH]c2=S)C(C(F)(F)F)(C(F)(F)F)NC(=O)N3)cc1 | 1% | -1% | -2% | 17% | 0% | nt | 0.0% | 0% | -2% | 0% | -5
CC(C)Cn1nc(C(=O)Nc2nnc(C3CC3)s2)c2ccccc2c1=O | -8% | -3% | -14% | 1% | 0% | -7% | -0.4% | 0% | -5% | -7% | 14
COc1ccc(C(=O)NCc2cnn(C)c2)cc1OC1CCN(C(C)C)CC1 | 2% | -3% | -1% | -8% | -1% | 0% | 0.1% | -10% | 2% | 4% | 1
CCCCn1c(N)c(N(CC(C)C)C(=O)c2ccc3c(c2)NC(=O)C(C)S3)c(=O)[nH]c1=O (stereo unspecified) | 9% | 0% | -14% | 11% | -1% | 1% | 0.4% | -1% | -1% | -12% | 0
O=C1C(=O)N(Cc2cccnc2)C(c2cccc(F)c2)/C1=C(/O)c1ccc2c(c1)OCO2 (stereo unspecified) | -2% | -2% | 6% | -8% | 2% | -1% | 0.6% | -1% | -9% | 2% | -2
COc1ccc(/C=C/C(=O)NCC(=O)N/N=C(\C)Cc2ccccc2)cc1 | -1% | -4% | -10% | 3% | 1% | 3% | -0.2% | -3% | 1% | -9% | 0
O=C(CCN1C(=O)COc2ccccc21)NCCCN1CCc2ccccc2C1 | 3% | 5% | 1% | -9% | -1% | nt | 4.2% | -2% | -5% | 1% | 4
CCc1ccccc1NS(=O)(=O)c1ccc2c(c1)NC(=O)CC(=O)N2 | 2% | -2% | -10% | -29% | 6% | 1% | -0.8% | -2% | 0% | -17% | 0
Brc1cccc2sc(N3CCN(c4ccccc4)CC3)nc12 | -2% | -1% | -11% | -15% | 0% | -9% | -1.1% | -1% | 14% | -19% | 5
